High-throughput results deposited in PubChem BioAssay by Broad Institute.
RAD54 inh – inhibitors of human RAD54 branch migration, primary screen, biochemical, fluorescence, single point; inhibition, % at 10.4 µM; DNA repair and recombination protein RAD54-like (Homo sapiens), Q92698; RAD54 Holliday junction branch migration, FAM/BHQ fluorescence; 360,000 tested, 0.14% active;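 active = mean normalized replicate activity at least 40 and at least half of replicates scoring 40 or more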;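 note: 0% = median of neutral control wells and 100% = median of positive control wells; inhibitors cause a drop in the FAM fluorescence signal; in these data hits start at about 50%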
PglD inh – C. jejuni PglD acetyltransferase inhibitors, primary screen, biochemical, DTNB colorimetric, single point; UDP-N-acetylbacillosamine N-acetyltransferase PglD (Campylobacter jejuni); purified PglD enzyme, DTNB colorimetric CoA detection; inhibition, % at 12.5 µM; 360,000 tested, 0.098% active; AID 602405, 2012; in the data active = inhibition above about 16%, passing the limit was not always enough; note: strong numbers were not always called active
ERp5 inh – inhibitors of ERp5-driven insulin aggregation, primary screen, biochemical, turbidity, absorbance 650 nm, single point. Protein disulfide-isomerase A6 (Homo sapiens), Q15084. 90 min. inhibition, % at 9.99 µM. 350,000 tested, 0.05% active;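 active = mean replicate inhibition above about 25%, with every replicate also reaching it, limit read from the data, passing the limit was not always enough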
Target sequence (Q15084 whole entry, looked up): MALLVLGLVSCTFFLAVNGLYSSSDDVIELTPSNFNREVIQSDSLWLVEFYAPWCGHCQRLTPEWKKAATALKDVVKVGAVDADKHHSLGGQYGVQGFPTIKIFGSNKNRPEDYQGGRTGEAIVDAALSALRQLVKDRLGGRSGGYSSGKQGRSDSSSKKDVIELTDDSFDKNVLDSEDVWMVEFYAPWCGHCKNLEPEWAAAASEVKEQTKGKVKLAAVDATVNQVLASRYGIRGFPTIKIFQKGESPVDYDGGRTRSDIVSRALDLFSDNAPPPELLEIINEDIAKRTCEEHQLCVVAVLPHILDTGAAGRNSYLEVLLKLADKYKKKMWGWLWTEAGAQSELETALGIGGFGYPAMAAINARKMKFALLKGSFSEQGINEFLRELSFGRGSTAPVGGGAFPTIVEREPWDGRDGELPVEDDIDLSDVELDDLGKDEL
esBAF inh – Bmi1 luciferase reporter increase in mESCs, primary screen, esBAF inhibitor project, mouse ES cells, Bmi1 luciferase knock-in, single point; 24 h; 100% = twice the neutral-well signal; reporter increase, % at 12.5 µM; 350,000 tested, 2% active; in the data active = activation above about 40%;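 note: 0% = median of the plate's neutral control wells and 100% = double that signal; a rise in the Bmi1 reporter signal indicates esBAF inhibition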
ARNT TACC3 PPI – disruptors of ARNT/TACC3 protein interaction, primary screen, biochemical, AlphaScreen, single concentration; 390,000 tested, 0.66% active; inhibition, % at 9.99 µM; AlphaScreen His-ARNT PAS-B/GST-TACC3 binding, luminescence; TACC3 fragment carries E629A point mutation; Transforming acidic coiled-coil-containing protein 3 (Homo sapiens), Q9Y6A5;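 active = mean inhibition of replicates at least 50% and at least half of replicates each reaching 50%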;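 note: 0% = complete ARNT plus TACC3 wells and 100% = ARNT alone without TACC3; many hits fall short of the cut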
CASP6 VEID inh – human caspase-6 inhibitors, primary screen, biochemical, VEID-R110 fluorescence, single point, set 2. inhibition, % at 12.5 µM. 350,000 tested, 0.53% active. purified caspase-6, Z-VEID-R110 cleavage fluorescence;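 active = mean inhibition across replicates at least about 35%, with every replicate also reaching that limit, limit read from the data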;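 note: 0% = median of neutral control wells and 100% = no fluorescence left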
RAD52 anneal inh – RAD52 DNA annealing inhibitors, primary screen, biochemical, FRET, single point, set 2; DNA repair protein RAD52 homolog (Homo sapiens), P43351; recombinant RAD52 DNA annealing, FRET fluorescence; inhibition, % at 18.7 µM; 360,000 tested, 0.46% active;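 active = every replicate showing at least 50% inhibition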
Target sequence (P43351 whole entry, looked up): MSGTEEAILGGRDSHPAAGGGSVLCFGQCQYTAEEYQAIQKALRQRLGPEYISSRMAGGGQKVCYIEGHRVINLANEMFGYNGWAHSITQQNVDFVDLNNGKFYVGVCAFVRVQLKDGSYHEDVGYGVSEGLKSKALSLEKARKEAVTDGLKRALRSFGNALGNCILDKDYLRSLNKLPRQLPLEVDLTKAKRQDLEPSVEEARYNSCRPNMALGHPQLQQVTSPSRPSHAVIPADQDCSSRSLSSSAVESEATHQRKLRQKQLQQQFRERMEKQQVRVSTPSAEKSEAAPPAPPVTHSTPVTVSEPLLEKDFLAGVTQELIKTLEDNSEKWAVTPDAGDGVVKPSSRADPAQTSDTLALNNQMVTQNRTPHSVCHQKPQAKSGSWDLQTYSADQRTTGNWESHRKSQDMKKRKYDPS
E-selectin induc – E-selectin induction in HUVECs, primary screen, imaging, HUVEC, immunofluorescence imaging, single point; 260,000 tested, 0.37% active; activation, % at 7.58 µM; P16581; normalized: neutral wells 0, TNF-alpha wells 100;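 active = mean E-selectin-positive cell signal at least 10% of the positive control, reached in at least 60% of replicates, without over 20% cell loss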;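 note: in these data hits start at about 27%; measured in HUVEC primary endothelial cells; signal is the percent of cells scored E-selectin positive by PE staining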
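assay system = HUVEC, human umbilical vein endothelial cells | input = 3,000 HUVEC seeded per well | medium = EGM-2 growth medium on 0.1% gelatin-coated wells | dosing = one compound dose added by pin transfer | signal = immunofluorescence imaging | read-out basis = % PE-positive cells | control set = TNF-alpha, DMSO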
An asterisk follows results filed as active; . = no result given. Outcome played no part in choosing rows; overall some 3.2% were active at least once.

Second line of a record: RAD54 inh, PglD inh, ERp5 inh, esBAF inh, ARNT TACC3 PPI, CASP6 VEID inh, RAD52 anneal inh, E-selectin induc
- COC(=O)c1ccc(NC(=O)c2ccccc2C(=O)Nc2ccc(C(=O)OC)cc2)cc1
  ., ., -1, ., -3, 1, -18, 3.2
- CCC(=O)Nc1cc(C(=O)O)ccc1Sc1ccc(C)cc1
  ., ., -6, ., -5, 23, -21, .
- O=C(C1CCC(=O)N(C2CCCC2)C1)N1CCC(Oc2ccccc2Cl)CC1 (stereo not given)
  -3, -1, 2, 7, -7, 2, -14, -0.2
- CCc1nc(N2[C@H](C#N)[C@H](c3ccccc3-c3ccccc3C)[C@H]2CO)sc1C
  ., ., -1, ., ., 1, 6, 0.5
- CNC[C@H]1OCCCC[C@H](C)Oc2ccc(NC(=O)CCCN(C)C)cc2C(=O)N([C@@H](C)CO)C[C@@H]1C
  -5, -3, -3, 5, -7, -1, -62, .
- O=S1(=O)NC(=NCCc2ccccn2)c2ccccc21
  ., ., 9, ., -7, 10, -10, .
- CC(=O)N1[C@H](CO)[C@@H](c2ccccc2)C12CN(C(=O)c1ccccc1)C2
  ., ., -3, ., ., -1, -7, -0.1
- Cc1cc2cc(CNC(=S)Nc3ccc(OC(F)F)cc3)ccc2n1C
  7, 0, 6, -3, 25, -2, 1, 6.3
- Fc1ccccc1N=C1Nc2cccc3cccc1c23
  ., ., 1, ., -7, -2, -21, .
- COc1cc2[nH]c(O)c(C=O)c2cc1OC
  -2, 0, 0, 3, -1, 2, 3, 0.1
- CCc1[nH]nc(C(=O)N2CCCC(CCC(=O)N3CCN(c4ccccn4)CC3)C2)c1C (stereo not given)
  -1, 5, 0, 12, -14, -1, 1, .
- CCCCCN(C(=O)CCC(=O)OCC(=O)Nc1ccc(C)cc1F)c1c(N)n(CCCC)c(=O)[nH]c1=O
  -2, -2, 3, -2, 9, 0, -9, -3.6
- COc1cccc(C(=O)NC2CC(C)(C)NC(C)(C)C2)c1OC
  3, 3, 5, 1, 3, 13, 2, 0.1
- O=c1[nH]c(C2CCN(S(=O)(=O)c3ccc4c(c3)OCCO4)CC2)nc2c1nnn2Cc1ccccc1F
  0, -1, -4, 7, 7, 1, 8, .
- CO[C@H]1CN(C)C(=O)c2ccc(NC(=O)NC(C)C)cc2OC[C@H](C)N(C)C[C@H]1C
  3, 2, 4, -3, -1, -4, 0, 0.2
- Cc1ccc(NC(=O)CCc2nnc3ccc(NCc4ccco4)nn23)nc1
  0, 1, 0, -2, -2, 6, -5, .
- C[C@H](O)C#Cc1cnc2c(c1)C(=O)N([C@@H](C)CO)C[C@H](C)[C@@H](CN(C)C(=O)Nc1ccc(F)cc1)O2
  6, -3, 5, 1, 0, 0, 4, 0.5
- CCCc1n(CC(O)COCC2CC=CCC2)c2ccccc2[n+]1C (stereo not given)
  1, 0, 4, 7, 1, -2, -21, 0.4
- Cc1cc(C)cc(NC(=O)CCc2c(C)nn(-c3ccc(N4CCOCC4)nn3)c2C)c1
  1, 3, 1, 29, -4, -1, 1, .
- CC(C)NC(=O)Nc1ccc2c(c1)C(=O)N([C@@H](C)CO)C[C@@H](C)[C@@H](CN(C)C(=O)Nc1ccc3c(c1)OCO3)O2
  14, 3, 4, 0, -4, -1, 4, -0.1
- Cc1ccc(OCC(=O)N/N=C2/SCC(=O)N2Cc2ccccc2)cc1
  ., ., -2, ., -5, -1, 7, -0.4
- COc1cc(Cn2c3ccc(NC(=O)CCc4cccnc4)cc3c(=O)n2C)ccc1F
  1, -4, 0, -7, ., -3, -9, 0.1
- CCOC(=O)C1=CC[C@@H](c2cccc(Br)c2)N(S(=O)(=O)c2ccc(F)cc2)[C@H]1c1cccc(Cl)c1
  ., ., -6, ., ., -5, -6, 0.7
- Cc1c(NC(=O)c2ccc3c(c2)C(=O)N(Cc2ccco2)C3=O)cccc1C(=O)O
  ., ., 3, ., 11, 14, -12, .
- O=c1oc2ccccc2c(O)c1/C=N/c1ccccn1
  -4, 7, ., -2, -3, ., ., .
- C=CCn1c(=NC(=O)CN2C(=O)CCC2=O)sc2cc(S(N)(=O)=O)ccc21
  8, -2, ., ., -5, ., ., 0.1
- CC(=O)N1CCN(C(=O)c2ccc(NS(=O)(=O)c3ccc4c(c3)OCCO4)cc2)CC1
  4, 3, 1, 0, -4, 5, 2, 0.0
- O=C(Nc1ncccc1O)c1ccc(S(=O)(=O)N2CCCCCC2)cc1
  14, 3, -4, 2, 5, -3, -8, 0.0
- C[C@H]1CN([C@@H](C)CO)C(=O)Cc2cc(NS(=O)(=O)c3cccs3)ccc2O[C@@H]1CN(C)Cc1ccc(Cl)c(Cl)c1
  0, -1, 3, 5, 3, 0, 12, 0.0
- O=C(COC(=O)CNC(=O)c1ccccc1F)Nc1ccc2[nH]c(=O)[nH]c2c1
  -16, 3, -2, -4, -2, 1, -2, -0.6
- COCCNC(=O)C(=O)N/N=C(\C)CC(=O)Nc1ccc2c(c1)OCO2
  ., ., 3, ., 8, 0, -9, -0.2
- CCC(C)NC(=O)c1ccc2c(c1)S(=O)(=O)c1ccccc1C2=O (stereo not given)
  4, -2, -3, ., 0, -1, -18, -1.2
- Brc1cc2c(cc1Br)OCCOCCOCCO2
  -3, -1, -1, ., -1, -3, 2, .
- CCCCC[C@H]1CN(CCc2ccccc2)C(=O)[C@@H]1CC(=O)NCc1ccc(OC)cc1
  -1, -4, 1, 4, -3, 4, 1, .
- CCCc1nc2n[nH]c(N)c2c2c1CCCC2
  5, -1, ., -3, -1, ., ., .
- Cn1c(-c2sccc2OCc2cccc(C(F)(F)F)c2)n[nH]c1=S
  ., ., 2, ., -6, -2, -44, .
- C[C@@H]1CN([C@@H](C)CO)C(=O)c2cc(NS(=O)(=O)c3ccc(Cl)cc3)ccc2O[C@@H](C)CCCCO[C@H]1CN(C)CC1CCCCC1
  -4, -2, ., 5, -5, ., ., 0.1
- COc1ccccc1Cn1c(=S)[nH]c2cc(C(=O)N3CCN(C)CC3)ccc2c1=O
  -3, 8, 0, -16, -31, 3, -5, .
- O=C(NNC(=O)c1ccco1)Nc1ccccc1
  7, 3, 2, 0, -4, 2, -26, -0.4
- O=C(CCNC(=O)c1ccco1)NCc1ccccc1
  16, 0, ., 1, 2, ., ., .
- CC(C)(C)C1CCc2onc(C(=O)N3CCOCC3)c2C1 (stereo not given)
  3, 3, ., 3, 6, ., ., .
- CCN(Cc1ccccc1)C(=O)c1cc(COc2c(F)cccc2F)on1
  -3, 3, 6, 3, -11, -3, -2, -5.1
- Cc1cc(NC(=O)CSC2=Nc3ccccc3C3=NC(Cc4ccccc4)C(=O)N23)n[nH]1 (stereo not given)
  -9, 2, ., 7, 7, ., ., .
- CC(=O)C[C@H](O)CC(=O)[C@H]1OC(=O)CC/C=C\Cc2ccccc21
  8, -2, -1, -2, 9, -1, -19, .
- COc1nc(OC)nc(N2CCC(C(=O)NC3CCCCCC3)CC2)n1
  0, -3, ., -2, -2, ., ., .
- CCn1c2ccccc2c2cc(NC(=O)c3cc(OC)c(OC)c(OC)c3)ccc21
  5, 2, -2, -10, -10, 0, -8, .
- Cc1cccc(OCCn2c(S(=O)(=O)O)nc3ccccc32)c1
  -1, 1, -4, -8, 1, 5, -9, .
- COc1ccc(S(=O)(=O)N(C)C[C@@H]2Oc3ccc(NC(=O)Cc4ccccc4)cc3C(=O)N([C@H](C)CO)C[C@@H]2C)cc1
  -5, 0, 0, 9, -6, 4, -26, -0.1
- COc1cccc(N2CC(NS(=O)(=O)c3cccs3)CC2=O)c1 (stereo not given)
  ., ., 2, 0, 0, 3, -13, -3.6
- COC(=O)c1ccc(CSc2nnc(C)n2N)o1
  ., ., 1, ., -5, 4, -8, 0.4

(next part)
Second line of a record: RAD54 inh, PglD inh, ERp5 inh, esBAF inh, ARNT TACC3 PPI, CASP6 VEID inh, RAD52 anneal inh, E-selectin induc
- COc1ccccc1Nc1c2c(nc3ccccc13)CCC2
  9, 3, 6, 0, -14, 1, -3, 0.0
- NNC(=O)Cn1nnc(-c2ccc(C(F)(F)F)cc2)n1
  4, -11, 3, ., ., -1, -8, .
- Cc1cc2nnc(SCC(=O)NCc3cccs3)n2c(N)n1
  -1, 1, ., -8, -9, ., ., .
- C[C@H](CO)N1C[C@H](C)[C@H](CN(C)C(=O)c2cnccn2)Oc2cc(Br)ccc2S1(=O)=O
  -16, 0, -5, 2, 1, -3, 12, -0.3
- C/C(=N\O)c1ccc2c3ccccc3n(C)c2c1
  3, 5, ., 58*, -11, ., ., -1.9
- CCn1c(SCC(=O)Nc2ccccc2N2CCOCC2)nnc1-c1ccccc1O
  4, -1, ., -1, 1, ., ., .
- COC(=O)CCC(=O)Nc1ccccc1C(=O)Nc1ccccc1
  -6, 4, ., -11, -11, ., ., .
- O=C(CNC1CCCCC1)Nc1cccc([N+](=O)[O-])c1
  -3, -1, -2, 6, -11, 1, -4, 0.1
- CCOC(=O)c1c(NC(=O)COc2ncnc3sccc23)sc2c1CCC2
  5, -3, ., -19, -4, ., ., .
- COc1ccc(NC(=O)N(C)C[C@H]2OCCCC[C@@H](C)Oc3ccc(NS(=O)(=O)c4cn(C)cn4)cc3C(=O)N([C@H](C)CO)C[C@@H]2C)cc1
  5, -2, 25, 2, -5, 60*, -3, -0.1
- Nc1nc(-c2nonc2N)no1
  ., ., -2, ., 0, -2, 2, .
- Cc1ccc(S(=O)(=O)Nc2cccc3c2O[C@H](CN(C)S(=O)(=O)c2cccs2)[C@H](C)CN([C@@H](C)CO)C3=O)cc1
  ., ., -9, ., ., 3, 7, 0.1
- COc1ccc(C2(C)NC(=O)N(CC(=O)Nc3cccnc3Cl)C2=O)cc1 (stereo not given)
  0, -5, 0, 0, ., -1, -18, -0.1
- COc1ccc(CN(C)C[C@@H]2OCCCC[C@H](C)Oc3ccc(NS(=O)(=O)c4c(C)noc4C)cc3C(=O)N([C@@H](C)CO)C[C@@H]2C)cc1
  7, -2, ., -4, -4, ., ., -0.1
- CCOC(=O)c1c(C)[nH]c(C(=O)N/N=C/c2cc([N+](=O)[O-])ccc2O)c1C
  -2, -2, 2, 4, 72*, 4, -11, .
- C[C@H]1CN([C@@H](C)CO)C(=O)c2cc(NC(=O)C3CC3)ccc2O[C@H]1CN(C)S(=O)(=O)c1cn(C)cn1
  4, -3, -3, 0, -12, -1, -2, 0.0
- COc1ccc(NC(=O)Nc2ccc3c(c2)C(=O)N([C@@H](C)CO)C[C@@H](C)[C@H](CN(C)C(=O)Nc2ccc(F)cc2)OCCCC[C@@H](C)O3)cc1
  11, 1, 3, 8, 10, -2, 19, -0.1
- O=C(Nc1ccccc1O)c1ccc2c(c1)C(=O)N(c1ccccc1)C2=O
  10, 0, 2, -2, 1, 1, -14, .
- C[C@@H]1CN([C@H](C)CO)S(=O)(=O)c2ccc(Br)cc2O[C@H]1CN(C)C(=O)CN(C)C
  7, -1, -6, 1, 8, -5, -8, 0.5
- CC(Sc1nc2nn(-c3ccccc3)c(=O)c-2c2n1CCCCC2)C(N)=O (stereo not given)
  -1, -6, ., -5, -15, ., ., .
- Cc1ccc(NS(=O)(=O)N2CCOCC2)c(C)c1
  0, 5, 1, -9, -3, -1, -5, -0.8
- C[C@H]1CN([C@@H](C)CO)S(=O)(=O)c2ccc(C#CC3CC3)cc2O[C@@H]1CN(C)Cc1ccc(F)cc1
  -8, 7, 6, -4, 11, -1, -1, .
- Cc1nc(-c2ccc(NC(=O)c3ccc(Br)o3)cc2)cs1
  -5, 1, 7, 7, 0, -3, -20, .
